Growth percent in the NCI-60 one-dose screen (48 h, 10 µM unless noted): 100 = growth as untreated, 0 = no growth, -100 = all killed.
HL-60(TB) – HL-60(TB) leukemia cells. 9% of 78,000 active. AID 1794776; active means growth percent below 10
An asterisk follows results filed as active; & = joins results of further samples; [ ] = dose if it differs, or a comment. This is a subset. The share of hits here may be higher or lower than overall.

SMILES	HL-60(TB)
COc1cc(OC)c(S(=O)(=O)NNC(=O)c2ccncc2)cc1C(=O)/C=C/c1ccccc1	53.3
COc1ccc(-c2nc(SCC(C)C)nc(N/N=C(/C)c3cccc(OC)c3)c2C#N)cc1	82.7
COc1ccc(/C(=C\c2ccc3c(c2)OCO3)C(=O)Nc2nc3ccc(OC)cc3s2)cc1	83.5
CCOc1ccc(Br)cc1/C=N\N=C\c1cc(Br)ccc1OCC	73.2
Cc1cccc[n+]1CC(=O)c1ccc(Br)cc1	104.5
CCC(=O)Nc1ccc(OCc2nnc(-c3ccc(OC)cc3)o2)c(F)c1	96.7
NC(=O)NO	72.8&82.9
O=C(CCCOc1ccc(Br)cc1)Nc1ncc(Cc2ccc(F)cc2)s1	34.7
CC(=O)Oc1cccc2c1C(=O)C1CC=CC(OC(C)=O)C1C2=O (stereo unspecified)	74.6
Cc1cc2nnc3ccccc3n2n1	73.7
Cc1c2cccnc2c(C)c2c1c1ccccc1n2C	59.3
COc1cccc(/C(C)=N/NC(=O)CSc2nc3ccccc3c(=O)n2Cc2ccc(S(N)(=O)=O)cc2)c1	101.4
CN(C)CCc1ccccn1	89.2
C=C(C)[C@@H]1CC[C@]2(C(=O)N3CCN(C)CC3)CC[C@]3(C)[C@H](CC[C@@H]4[C@@]5(C)Cc6c([nH]c7ccccc67)C(C)(C)[C@@H]5CC[C@]43C)[C@@H]12	80.3
Nc1cccc(/C=C/c2ccncc2)c1	107.1
CCN(CC)CCCC(C)Nc1cc(-c2cccc(OC(F)(F)F)c2)nc2ccc(N3CCCC3)cc12 (stereo unspecified)	-61.0*
COc1ccccc1/C=C/C(=O)/C=C/c1ccccc1O	-5.4*
COc1ccc(CCN2C(=O)/C(=C/c3ccc(C4Oc5ccccc5C5CC(c6ccc(C)cc6)=NN54)cc3)SC2=S)cc1 (stereo unspecified)	99.9
Cc1cccc(C)c1[C@@H]1C[C@@](C)(O)[C@H]2CC[C@H](C)C[C@@H]2O1	100.4
CCCCCn1cnc2c(=S)nc(N)[nH]c21	87.3
COc1ccccc1/C=C1\COc2ccc(O)c(O)c2C1=O	-21.9*
N#Cc1c2c(nn(-c3ccccc3)c1=O)C(O)=C([N+](=O)[O-])C(c1ccc(Cl)cc1)C2 (stereo unspecified)	106.8
COc1cc([C@@H]2c3cc4c(cc3C(OC3O[C@@H]5COC(C)O[C@H]5[C@H](O)[C@H]3O)C3COC(=O)[C@@H]32)OCO4)cc(OC)c1O (stereo partly specified)	-2.4*
COC(=O)C1C(OC)=CC(=O)C2CCCCC21 (stereo unspecified)	113.5
CCOC(=O)C1=C(C)NC(=O)NC1c1c(Cl)n(C)c2ccccc12 (stereo unspecified)	114.2
(further entries)
SMILES	HL-60(TB)
COC(=O)CNC(=O)C1CSC2(C(=O)N(C)c3ccccc32)N1C(=O)C1CCCCC1 (stereo unspecified)	86.7
Cn1c(=O)c2c(nc(CO)n2C)n(C)c1=O	74.0
COc1ccc(C(=O)c2ccccc2)c(O)c1O	93.2
COc1ccc(C(=O)C/C(=C\c2cc(OC)c(OC)c(OC)c2)C(=O)NCc2ccccc2)cc1	92.6
CCOC(=O)CC(CC(=O)OCC)(OC(C)=O)C(=O)OCC	94.7
NCCNc1ccnc2cc(Cl)ccc12	83.4
CCOc1cc2c(cc1OCC)C1CN(C2)Cc2cc(OCC)c(OCC)cc21	99.0
CCC(C)(c1ccccc1)c1ccccc1	109.3
C=C(C)[C@@H]1CC[C@]2(C)[C@H](CC=C3[C@@H]4CC(C)(C)CC[C@]4(C(=O)N4CCOCC4)CC[C@]32C)[C@@]1(C)CCC#N	53.8
COC(=O)[C@]12CC[C@@H](C)[C@H](C)[C@@H]1C1=CC[C@@H]3[C@@]4(C)C(C=O)=C[C@@](C)(CO)C4=CC[C@@]3(C)[C@]1(C)CC2	16.1
O=C(O)CC(O)(c1ccccc1)c1ccccc1	98.8
Cc1cc(-c2cc(C)c(O)c(C)c2)cc(C)c1O	63.6
CN(C)CCOc1nc2ccccc2c2c1-c1ccc(Cl)cc1C2=O	-27.2*
O=S(=O)(c1ccccc1)N1CCN(c2nc(-c3ccccc3)nc3nc(-c4ccccc4)oc23)CC1	98.1
Cc1noc2cccc(O)c12	106.5
CC1(C)CC[C@]2(C(=O)O)CC[C@]3(C)C(=CCC4[C@@]5(C)C[C@@H](O)[C@@H]6OC(c7cccc(Br)c7)OC[C@@]6(C)C5CC[C@]43C)C2C1 (stereo partly specified)	7.9*
O=C(Nc1cccc([N+](=O)[O-])c1)c1cc2ccccc2cc1O	-54.1*
CCCc1oc(C)cc1CC	112.2
Cc1cc(N)c2cc(NC(=O)CCCCCCCC(=O)Nc3ccc4nc(C)cc(N)c4c3)ccc2n1	28.4
CC(C)OCCCNC1=C(Cl)C(=O)c2ccccc2C1=O	86.8
CC(C)(C)c1ccc2c(c1)CN(Cc1ccc(Cl)cc1)CO2	112.7
Fc1ccc(CSc2nnc(-c3cccs3)n2-c2ccccc2)cc1	86.9
O=C1COCCN1c1ccc(Nc2nc(Nc3ccc(N4CCOCC4=O)cc3)nc(OCCCl)n2)cc1	99.2
Nc1[nH]c(=O)[nH]c(=O)c1NCc1ccccc1	96.9
C=CCc1cc2c(cc1COCCOCCOCCCC)OCO2	78.6

Next part, starting with the last 3 of the part before.
SMILES	HL-60(TB)
O=C1COCCN1c1ccc(Nc2nc(Nc3ccc(N4CCOCC4=O)cc3)nc(OCCCl)n2)cc1	99.2
Nc1[nH]c(=O)[nH]c(=O)c1NCc1ccccc1	96.9
C=CCc1cc2c(cc1COCCOCCOCCCC)OCO2	78.6
Cc1cc(OC(=O)CSc2nc3ccccc3s2)nc2[nH]c(=O)sc12	98.4
C#CCOc1ccccc1C(Nc1cc(C)ccc1C)c1nnnn1C1CCCCC1 (stereo unspecified)	72.6
COc1ccc(/C=N/NC(N)=O)cc1	110.7
O=C1/C(=C/C=C/c2ccc(F)cc2)Cc2c(Br)cccc21	85.5
CCCCCCC(=O)OCC1CCCO1 (stereo unspecified)	89.0
Cc1c/c(=N\NC(=O)Nc2ccc(Br)cc2)oc2cc(O)ccc12	103.7
COc1cc(-c2cc(-c3nc4ccc(F)cc4[nH]3)[nH]n2)cc(OC)c1OC	-35.0*
CCOC(=O)c1nc(Oc2ccc(NC(=O)Nc3cccc(C)c3)cc2)c2ccccc2n1	109.5
Cc1occc1-c1nc2s/c(=C/c3ccc(-c4cc(C(F)(F)F)ccc4Cl)o3)c(=O)n2n1	106.3
O=NN(CCCl)C(=O)NC1CCCCC1	100.7&98.9
CCOC(=S)S[C@H]1C[C@@H]2[C@H](CC[C@]3(C)C(=O)CC[C@@H]23)[C@@]2(C)CCC(=O)C=C12	100.9
O=C(N/N=C/[C@H](O)[C@H](O)[C@H](O)CO)c1ccc(NC(=O)c2cccnc2)cc1	100.4
CC(=O)C1CCC2C3CC(C)C4=CC(=O)CCC4(C)C3(F)C(=O)CC12C (stereo unspecified)	93.7
Clc1c(-c2ccccc2)oc2nc3ccccc3nc12	98.4[100 µM]
Cc1cccc(C(=O)Nc2cccc(C#Cc3cccc4[nH]nc(N)c34)c2)c1	18.0
OC(COc1cccc2ccccc12)CN1CCN(c2cccc(Cl)c2)CC1 (stereo unspecified)	89.4
O=C(Cn1cc(COn2nnc3ccccc32)nn1)Nc1cc(F)ccc1F	93.7
CC(C)(C)OC(=O)NC[C@H](N)C(=O)O	103.5[20 µM]
NC(=O)C(O)C(O)C(N)=O (stereo unspecified)	100.3
COc1ccc(-n2c(=S)[nH]c3ccccc3c2=O)cc1	100.7
c1ccc(-c2cn3c(-c4c[nH]c5ccccc45)csc3n2)cc1	56.0
CCOC(=O)C(Nc1ccc(F)cc1)c1cc(C(C)C)c(N)c(C(C)C)c1 (stereo unspecified)	102.1
CCOC(=O)C1CC(=O)C(C(=O)OCC)CC1=O (stereo unspecified)	113.1&82.9
COC1=C(Br)C(=O)C(OC)=C(Br)C1=O	8.7*
COc1ccc(-n2c(SCc3n[nH]c(=S)n3C(=O)c3ccc(Br)cc3)nc3cc(OC)c(OC)cc3c2=O)cc1	101.7

Reformatted: entries from further up.
mol,HL-60(TB)
CCOC(=O)CC(CC(=O)OCC)(OC(C)=O)C(=O)OCC,94.7
NCCNc1ccnc2cc(Cl)ccc12,83.4
CCOc1cc2c(cc1OCC)C1CN(C2)Cc2cc(OCC)c(OCC)cc21,99.0

(next part)
SMILES	HL-60(TB)
c1cc2c3c(cccc3c1)-c1nc3ccccc3nc1-2	85.2
COc1cc2c(cc1O)[C@@H]1[C@H](c3ccccc3Cl)OC(=O)N1CC2	101.1
CC1=C2C(=C[C@@](C)(CO)[C@@H]2O)/C(=N\N)[C@](C)(O)C12CC2	-22.1*
O=C1c2cccnc2C(=O)c2c1c(C(=O)OCCN1CCOCC1)c1ccccn21	-36.4*
CN1CCN(CCNC(=O)n2cc(-c3ccncc3)c(-c3cc(O)cc(Cl)c3)n2)CC1	95.8
Nc1ccc2c(c1)NC(=O)CN2	106.6
Cc1nc2ccccc2c2c(N)cccc12	109.4
COc1c(N2CC3CCCNC3C2)c(F)cc2c(=O)c(C(=O)N/N=C/c3ccccc3)cn(C3CC3)c12 (stereo unspecified)	73.6
CC(C)CN1CC(C)C(=O)N(c2ccccc2)C1=S (stereo unspecified)	83.2
N#Cc1c(-c2cccs2)cc(-c2cnccn2)nc1SCC(=O)Nc1ccc(F)cc1	133.4
O=S1(=O)CC(N2CCCCC2)C1CN1CCCCC1 (stereo unspecified)	94.5
COc1ccc(-n2c(/C=C/c3ccc(O)c(OC)c3)cc(/C=C/c3ccc(O)c(OC)c3)nc2=O)cc1	33.7
c1csc(-c2ccn[nH]2)c1	101.0
Cc1ccc(S(=O)(=O)CCCCl)cc1	103.8
Cc1nc(N/N=C/c2cn(-c3ccccc3)nc2-c2cc3ccccc3oc2=O)sc1N=Nc1ccccc1	89.0
CCCCCCCCCC(C)(N)C(=O)O (stereo unspecified)	95.2
CCc1c(N=O)c(-c2ccccc2)n(O)[n+]1[O-]	94.5
Cc1cc2c(C(C)C)c(O)c(O)c(C(=O)C(=O)NC3CCCCC3)c2c(O)c1-c1c(C)cc2c(C(C)C)c(O)c(O)c(C(=O)C(=O)NC3CCCCC3)c2c1O	105.5
NC(=O)COc1nc(-c2ccco2)cc(-c2ccc(Cl)cc2Cl)n1	95.0
COc1ccc(/C=c2\c(=O)n(-c3ccccc3)c3nnc(N4NC5=C(CCc6ccccc65)C4c4ccc(Cl)cc4)n23)cc1 (stereo unspecified)	100.4
CN1CCN(CC(O)CO)CC1 (stereo unspecified)	83.4
COc1ccc(-c2nc3ccccc3s2)cc1S(=O)(=O)O	100.6
O=C1Nc2ccccc2/C1=N/c1nc(-c2ccc(F)cc2)cs1	50.5
CONC[C@]1(C)C=C2C(=O)[C@](C)(O)C3(CC3)C(C)=C2[C@H]1O	-29.3*
COC(=O)/C=C/c1cccc2c1C(=O)NC(C)(c1cc3cc4ccccc4cc3oc1=O)N2 (stereo unspecified)	54.7

Pulled by structure from the entries so far, two records:
SMILES	HL-60(TB)
c1cc2c3c(cccc3c1)-c1nc3ccccc3nc1-2	85.2
c1csc(-c2ccn[nH]2)c1	101.0

Continuation.
SMILES	HL-60(TB)
Cn1cc(-c2nn3cc(-c4ccccc4)nc3s2)c2ccccc21	84.8
Cc1ccc(NC(=S)NC(=O)c2ccccc2)nc1	91.2
Cl.Fc1c[c-]c(-c2ccccn2)c(F)c1.[Pt].c1ccc([PH+](CC[PH+](c2ccccc2)c2ccccc2)c2ccccc2)cc1	-29.2*
O=C(CSc1nnc(-c2ccc3nc(-c4ccccc4)[nH]c3c2)o1)Nc1ccc(C(=O)/C=C/c2ccc(Cl)cc2)cc1	107.4
CCCCOc1ccc(NCS(=O)O)cn1	63.4
Cc1n[nH]c2ccc([N+](=O)[O-])cc2c1=O	90.5
CCOC(=O)C1=C(N)Oc2c(sc3c(CC)cccc23)C1c1ccc(F)cc1 (stereo unspecified)	23.7
O=C(OCCCCOC(=O)n1cnc2ccccc21)n1cnc2ccccc21	104.0
CC(=O)Nc1nc(C)c(C(=O)N/N=C/c2cccs2)s1	129.8
CCCCCCN(CCCCCC)CC(O)c1cccc2ccc(Cl)cc12 (stereo unspecified)	69.5
O=C(CI)NC1Oc2ccccc2-c2oc(=O)c(-c3ccccc3)cc21 (stereo unspecified)	-39.3*
COc1ccc(/C=C(/C)c2ccc3ccc(OC)cc3[o+]2)c(O)c1	44.0
Cn1cc(-c2nnc(-c3cn(C)c4ncccc34)o2)c2ccccc21	12.5
CCC1(C)CN=C(c2ccccc2)NC1 (stereo unspecified)	100.7
O=C1CC2(CCN(c3c(Cl)cncc3-c3ccc(N4CCOCC4)cc3)CC2)C(=O)N1	58.5
COc1ccc(/C=C2\SC(=O)N(Cc3cc4ccccc4nc3Cl)C2=O)cc1	120.8
COc1ccc(N(C)c2nc(Cl)nc3ccn(C)c23)cc1	-35.3*
C=C1CCC2C3(C)COC(c4ccccc4F)OC3CCC2(C)C1C/C=C1/C(=O)OCC1O (stereo unspecified)	-0.6*
Cn1c(C(N)=O)cc2c1-c1nc(NC3CCCCC3)ncc1CCC2	105.3
CC(C)c1ccc(Cc2cnc(NC(=O)c3ccc(-n4cnnn4)cc3)s2)cc1	85.7
CC1(C)OC(=O)NC1c1ccccc1 (stereo unspecified)	113.3
CCCc1c(Cl)c2c(OC)cc(-c3c(CC4OCCO4)cc4oc5ccccc5c(=O)c4c3O)c(O)c2c(=O)n1C	108.5
COc1cccc(-c2nnc(-c3ccc4ccccc4c3)o2)c1	104.5
O=C(N/N=C/c1cccc([N+](=O)[O-])c1)c1cccc2ccccc12	94.0
CC(C)(C)NC(=O)Nc1ncccc1OCc1cccc(Cl)c1	75.4
COc1ccc(C(Cl)C(F)(F)F)cc1 (stereo unspecified)	97.0
CS(=O)(=O)Nc1cc(-c2ccc3ncnc(Nc4cccc(Cl)c4)c3c2)cnc1Cl	2.7*

Compounds above that contain a COOH group:
SMILES	HL-60(TB)
O=C(O)CC(O)(c1ccccc1)c1ccccc1	98.8
CC1(C)CC[C@]2(C(=O)O)CC[C@]3(C)C(=CCC4[C@@]5(C)C[C@@H](O)[C@@H]6OC(c7cccc(Br)c7)OC[C@@]6(C)C5CC[C@]43C)C2C1 (stereo partly specified)	7.9*
CC(C)(C)OC(=O)NC[C@H](N)C(=O)O	103.5[20 µM]
CCCCCCCCCC(C)(N)C(=O)O (stereo unspecified)	95.2
